MIN6 prolif – inducers of MIN6 beta-cell proliferation, primary screen, ATP luminescence, uHTS; 0.29% of 330,000 active; MIN6 cells proliferation, ATPlite luminescence, 48 h; cells starved in 0.2% serum; 100% = growth in 10% serum; AID 2380, 2010; proliferation, % at 10 µM;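 active = compounds whose signal lies at least 3.5 SD above the mean of all wells on their plate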;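 note: 0% = DMSO-treated cells in low-serum medium and 100% = 10% serum control; some compounds called inactive have numbers as strong as hits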
TIM10 inh – growth inhibitors of isogenic TIM10 control yeast, primary screen, counter-screen for tim10-1 yeast inhibitor project, luminescence, uHTS | S. cerevisiae TIM10 strain growth, BacTiter-Glo luminescence, 24 h | inhibition, % at 10 µM | 1.4% of 330,000 active | AID 463195, 2010;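 active = inhibition of 40% or more at the single tested concentration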;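 note: wild-type TIM10 isogenic control strain grown at permissive 25 °C; 0% = DMSO yeast wells and 100% = minimal medium wells without yeast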
APOBEC3A inh – APOBEC3A ssDNA deaminase inhibitors, primary screen, selectivity assay for APOBEC3G inhibitor project, biochemical, FAM/TAMRA oligo cleavage fluorescence; DNA dC->dU-editing enzyme APOBEC-3A (Homo sapiens), P31941; AID 493011, 2011; 0.41% of 330,000 active; recombinant A3A, FAM/TAMRA ssDNA deamination fluorescence; inhibition, % at 20 µM;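 active = at least 40% inhibition at 20 µM here, with at most 30% in a related deaminase screen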;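 note: plate controls were A3A with DMSO for no effect and wells lacking A3A enzyme for full effect; some results filed as inactive read as strong as hits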
A3G deaminase – APOBEC3G DNA deaminase inhibitors, primary screen, biochemical, fluorescence, single-stranded DNA substrate, uHTS. recombinant A3G, ssDNA deamination FAM/TAMRA fluorescence. inhibition, % at 20 µM. AID 493012, 2011. 0.28% of 330,000 active;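 active = inhibition of at least 40% at 20 µM, with no more than 30% in the related APOBEC3A deaminase screen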;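 note: plate controls were DMSO wells with A3G for no effect and wells lacking A3G enzyme for full effect; some compounds called inactive have numbers as strong as hits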
Target sequence (Q9HC16 whole entry, looked up): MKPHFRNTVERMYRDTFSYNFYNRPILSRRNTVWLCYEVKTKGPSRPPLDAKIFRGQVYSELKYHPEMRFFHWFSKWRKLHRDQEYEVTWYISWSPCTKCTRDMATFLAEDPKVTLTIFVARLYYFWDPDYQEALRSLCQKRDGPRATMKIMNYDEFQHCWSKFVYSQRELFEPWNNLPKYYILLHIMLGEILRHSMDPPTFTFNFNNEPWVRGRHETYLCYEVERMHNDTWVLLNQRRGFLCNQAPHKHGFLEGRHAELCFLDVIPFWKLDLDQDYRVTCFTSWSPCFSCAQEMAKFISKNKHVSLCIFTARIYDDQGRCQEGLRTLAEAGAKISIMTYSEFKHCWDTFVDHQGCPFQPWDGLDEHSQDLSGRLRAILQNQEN
tim10-1 inh – growth inhibitors of tim10-1 mutant yeast, primary screen, luminescence, uHTS | S. cerevisiae tim10-1 ts strain growth, BacTiter-Glo, 24 h | inhibition, % at 20 µM | 2.2% of 330,000 active | AID 463190, 2010;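 active = inhibition of at least 40%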;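 note: mutant grown at 25 °C; 0% = DMSO wells with yeast and 100% = wells holding no yeast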
mIAP act – activators of mouse IAP, primary screen, biochemical, luminescence, uHTS. muIAP, CDP-Star luminescence, 30 min; stronger effect = higher value; 1 = vehicle-only enzyme signal, 0 = enzyme-free wells. 0.24% of 330,000 active. activation factor at 10 µM. AID 2805, 2010. intestinal alkaline phosphatase [Mus musculus];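 active = activation factor of at least 2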; note: the source names both 10 and 20 µM as test concentration; values of inactives mirror those of a sister screen read the other way
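Assay system: mouse IAP enzyme; reagent: chemiluminescent substrate CDP-Star; dosing: test compounds delivered from DMSO solution; schedule: 30 min at room temperature; measured by: luminescence from enzymatic CDP-Star hydrolysis; controls: DMSO-only wells and no-enzyme negative control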
hIAP inh – human IAP inhibitors, primary screen, biochemical, luminescence, uHTS; 0.12% of 330,000 active; inhibition, % at 10 µM; purified IAP, CDP-Star luminescence, 30 min; Intestinal-type alkaline phosphatase (Homo sapiens), P09923;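 active = inhibition reaching a set limit with compound at 10 µM in the primary screen, cut at about 35% in these data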;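 note: plate controls were DMSO wells with enzyme for no effect and no-enzyme buffer wells for full effect; values of inactives mirror those of a sister screen read the other way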
Target sequence (P09923 whole entry, looked up): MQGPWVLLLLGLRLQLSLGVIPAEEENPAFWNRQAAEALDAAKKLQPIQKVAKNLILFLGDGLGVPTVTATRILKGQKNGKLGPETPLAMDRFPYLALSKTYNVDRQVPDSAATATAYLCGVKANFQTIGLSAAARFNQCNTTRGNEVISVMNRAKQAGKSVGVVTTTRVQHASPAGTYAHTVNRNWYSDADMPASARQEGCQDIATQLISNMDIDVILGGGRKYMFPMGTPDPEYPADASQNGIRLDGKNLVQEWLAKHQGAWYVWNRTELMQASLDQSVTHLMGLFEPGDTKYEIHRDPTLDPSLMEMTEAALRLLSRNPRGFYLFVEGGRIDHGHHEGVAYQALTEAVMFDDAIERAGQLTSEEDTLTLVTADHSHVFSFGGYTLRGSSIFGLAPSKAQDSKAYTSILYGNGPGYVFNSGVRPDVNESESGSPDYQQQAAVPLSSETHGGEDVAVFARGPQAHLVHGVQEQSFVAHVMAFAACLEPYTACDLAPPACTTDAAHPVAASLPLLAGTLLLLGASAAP
NALP3 yeast inh – NALP3 inflammasome inhibitors in reconstituted yeast, primary screen, luminescence, uHTS; 0.39% of 330,000 active; inhibition, % at 10 µM; AID 2825, 2010; Yeast reconstituted NLRP3/ASC/caspase-1, beta-gal luminescence, 24 h;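 active = inhibition of 50% or more; inactive = inhibition below 50%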;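 note: plate controls were induced DMSO wells for no effect and uninduced yeast grown without galactose for full effect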
mIAP inh – inhibitors of mouse IAP, primary screen, biochemical, luminescence, uHTS | purified mouse IAP, CDP-Star luminescence, 30 min | inhibition, % at 10 µM | 0.2% of 330,000 active;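 active = inhibition of at least 40% at 10 µM in the primary screen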;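 note: plate controls were DMSO with enzyme for no effect and no enzyme wells for full effect; values of inactives mirror those of a sister screen read the other way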
The depositor's hits bear a star.

The line under a structure holds: MIN6 prolif	TIM10 inh	APOBEC3A inh	A3G deaminase	tim10-1 inh	mIAP act	hIAP inh	NALP3 yeast inh	mIAP inh
- CCOC(=O)CSc1nc(Nc2ccc3c(c2)OCO3)c2ccccc2n1
  -2	31	-1	-3	36	0.9	0	10	10
- Cc1ccc(C(C(=O)NC2CCCC2)N(C(=O)c2csnn2)c2ccccc2)o1 (stereo not given)
  -1	12	-3	-6	-13	0.96	7	18	4
- COc1ccc(OC)c(NC(=O)c2ccc(CN(c3cc(Cl)ccc3C)S(=O)(=O)c3ccccc3)cc2)c1
  1	-1	-10	-4	-15	0.94	8	2	6
- CCOC(=O)CSc1ccc(C(=O)Nc2ccc(OC)cc2)cn1
  -3	16	-4	-6	9	0.91	-9	17	9
- O=C(N=C1SC2CS(=O)(=O)CC2N1c1cc(Cl)ccc1Cl)C1CC1 (stereo not given)
  4	-2	-2	-7	10	1	3	-2	-4
- N#CC1(NC(=O)CSc2ccccn2)CCCCC1
  0	12	0	-7	1	0.94	14	3	6
- CCOc1ccc(NC(=O)CSc2nc3ccsc3c(=O)n2CCC(=O)O)cc1
  0	5	0	4	16	1	-2	2	-2
- CC(C)c1cc(C(=O)O)n(-c2ccccc2)n1
  -3	14	-5	-5	5	1	-3	2	0
- Cc1cc(C(F)(F)F)c(C#N)c(N2CCOCC2)n1
  0	-2	-3	-5	-18	0.98	6	6	2
- CCCn1c(CN2CCN(C(=O)OCC)CC2)nc2c1c(=O)n(C)c(=O)n2C
  -4	9	-5	-7	19	0.98	13	1	2
- CCN(c1cccc(C)c1)C(C(=O)Nc1ccc(OC)cc1)c1cc2c(cc1[N+](=O)[O-])OCO2 (stereo not given)
  -5	16	1	-8	11	0.92	1	5	8
- Cc1ccc(NC(=O)Nc2ccccc2F)cc1S(=O)(=O)N1CCOCC1
  -4	27	2	4	27	2.6*	-15	4	-158
- O=C(Nc1ccc(C(=O)O)cc1)Nc1cccc([N+](=O)[O-])c1
  4	25	0	-3	0	0.96	2	3	4
- Cc1ccc2c(c1)nnn2C1CCN(S(=O)(=O)c2ccc(C(=O)N3CC(C)CC(C)C3)cc2)CC1 (stereo not given)
  -5	-2	1	-3	11	0.93	1	11	7
- CCc1nn2c(=O)cc(CSc3nc(C)cc(=O)[nH]3)nc2s1
  0	-2	-5	-12	-5	1	10	2	0
- Cc1ccc2occ(/C=C/C(=O)c3ccccc3O)c(=O)c2c1
  -4	17	-29	-25	48*	1.1	2	6	-12
- CCN(CC)CCC(c1ccc(OC)cc1)c1c(O)cc(OC)cc1OC (stereo not given)
  -6	-13	2	14	-1	1	7	24	-3
- O=C(c1ccccc1F)N1CCN=C1SCc1cccnc1
  0	10	-5	-4	15	1	12	-5	-3
- CN(Cc1ccccc1N1CCCC1)C(=O)c1cc2cc(Cl)ccc2o1
  -8	-2	1	0	8	0.84	19	9	16
- O=C(N/N=C/c1cccnc1)c1cc2ccccc2o1
  -3	22	-1	-10	2	1	-15	5	0

Some values from the entries so far:
Value of CCc1nn2c(=O)cc(CSc3nc(C)cc(=O)[nH]3)nc2s1 under tim10-1 inh: -5
Value of CCN(c1cccc(C)c1)C(C(=O)Nc1ccc(OC)cc1)c1cc2c(cc1[N+](=O)[O-])OCO2 (stereo not given) under mIAP act: 0.92

(continued)
The line under a structure holds: MIN6 prolif	TIM10 inh	APOBEC3A inh	A3G deaminase	tim10-1 inh	mIAP act	hIAP inh	NALP3 yeast inh	mIAP inh
- Nc1cc(=O)[nH]c(SCc2cccc3ccccc23)n1
  -3	11	-3	-6	-8	0.96	9	2	4
- CCc1nnc(NC(=O)CSc2nnc(-c3c[nH]c4ccccc34)n2C)s1
  -2	7	5	-5	10	0.97	3	-1	3
- Cc1ccc(S(=O)(=O)NC(=O)NCc2ccc3c(c2)OCO3)cc1
  1	-7	3	2	-5	1	5	2	0
- O=C(COc1ccccc1)N(Cc1ccco1)c1ccc(O)cc1
  5	13	-3	-12	16	1	-10	14	0
- CCOC(=O)c1cc(C(=O)NN)c(C)nc1C
  1	7	-2	-6	8	0.93	21	-3	7
- COCCN(CCOC)Cc1c(O)ccc2c1O/C(=C\c1ccco1)C2=O
  -4	-15	56*	14	5	0.83	13	1	17
- Cc1ccc(S(=O)(=O)N/N=C/c2ccc(C#N)cc2)cc1
  -4	9	-2	-3	16	1	7	3	0
- COc1cccc(NC(=O)CN(C)C(=O)c2ccc(-c3ccc(Cl)cc3)o2)c1
  -4	19	5	-2	17	0.93	2	4	7
- CC(NC(=O)Nc1ccccc1)c1ccccc1 (stereo not given)
  -2	3	1	-1	13	0.96	-9	10	4
- CC1=NNC(=O)C1Cc1ccccc1 (stereo not given)
  -1	12	-5	-10	7	0.96	10	16	4
- Cc1cc(Oc2ccccc2)nc(SCC(=O)Nc2ccc(Cl)c(Cl)c2)n1
  -6	25	1	-10	24	1.3	6	8	-33
- COc1ccc(C(=O)c2ccc(N3CCN(C(=O)c4ccc(F)cc4)CC3)c(F)c2)cc1Br
  -2	11	-21	-7	15	0.91	-6	11	9
- COc1ccc(-c2nc(NC3=NCCCCC3)sc2C)cc1
  1	18	-2	-5	38	1	-16	25	-4
- C/C(=N\NC(=O)c1cc(C)[nH]n1)C(C)(C)C
  0	-27	1	0	8	1	-5	9	-4
- Cc1ccc(S(=O)(=O)CC(=O)N2CCCCCC2)cc1
  -4	1	3	2	-2	1.2	-4	-3	-19
- O=C(Nc1ccncc1)C1c2ccccc2Oc2ccccc21
  -3	6	0	-6	-20	1.3	-23	-2	-29
- C=CCC1NS(=O)(=O)OCC1C(C)C (stereo not given)
  -6	7	-6	-7	12	1	-16	3	0
- CC1CCN(C(=S)Nc2ccc(SC(F)F)cc2)CC1
  0	13	-8	-10	16	0.98	-11	22	2
- CC(=O)N1CCC(=NNC(=O)c2cccs2)CC1
  0	7	-3	-2	8	1	5	5	0
- CCOc1cc2c(cc1/C=C1/NC(=O)N(CC(=O)OC)C1=O)OCO2
  -3	1	2	-5	1	0.98	-21	-7	2

Sorted by molar mass (low to high): 9 of the compounds above.
The line under a structure holds: MIN6 prolif	TIM10 inh	APOBEC3A inh	A3G deaminase	tim10-1 inh	mIAP act	hIAP inh	NALP3 yeast inh	mIAP inh
- C=CCC1NS(=O)(=O)OCC1C(C)C (stereo not given)
  -6	7	-6	-7	12	1	-16	3	0
- C/C(=N\NC(=O)c1cc(C)[nH]n1)C(C)(C)C
  0	-27	1	0	8	1	-5	9	-4
- CC(NC(=O)Nc1ccccc1)c1ccccc1 (stereo not given)
  -2	3	1	-1	13	0.96	-9	10	4
- CC(=O)N1CCC(=NNC(=O)c2cccs2)CC1
  0	7	-3	-2	8	1	5	5	0
- O=C(Nc1ccncc1)C1c2ccccc2Oc2ccccc21
  -3	6	0	-6	-20	1.3	-23	-2	-29
- COc1ccc(-c2nc(NC3=NCCCCC3)sc2C)cc1
  1	18	-2	-5	38	1	-16	25	-4
- CC1CCN(C(=S)Nc2ccc(SC(F)F)cc2)CC1
  0	13	-8	-10	16	0.98	-11	22	2
- CCOc1cc2c(cc1/C=C1/NC(=O)N(CC(=O)OC)C1=O)OCO2
  -3	1	2	-5	1	0.98	-21	-7	2
- COc1ccc(C(=O)c2ccc(N3CCN(C(=O)c4ccc(F)cc4)CC3)c(F)c2)cc1Br
  -2	11	-21	-7	15	0.91	-6	11	9

Continuation:
The line under a structure holds: MIN6 prolif	TIM10 inh	APOBEC3A inh	A3G deaminase	tim10-1 inh	mIAP act	hIAP inh	NALP3 yeast inh	mIAP inh
- Cc1nc(C)c(-c2ccc(SCC(=O)Nc3cccc(F)c3)nn2)s1
  -2	0	0	-2	-6	0.91	-5	0	9
- COC(=O)c1cc(S(=O)(=O)NCc2ccc3c(c2)OCO3)cn1C
  -2	6	-7	-6	15	0.96	6	3	4
- COc1cc(-c2nnn(CC(=O)NCc3ccccc3)n2)cc(OC)c1OC
  -1	14	-4	-3	18	1	2	23	-1
- CCc1noc(C)c1C(=O)N1CCCSC1=Nc1ccccc1C(C)C
  -4	16	0	-1	34	1.1	-16	17	-12
- Cn1ncc2c(Sc3ccc(Cl)cc3)ncnc21
  -1	-8	-3	-3	19	1	22	8	-1
- N#Cc1ccc(Cl)cc1NC(=O)CSc1nc2nc(-c3cccs3)cc(C(F)(F)F)c2c(=O)[nH]1
  -6	-1	-3	-5	5	0.98	3	10	2
- CC(C)(C)NC(=O)c1cccc(NC(=O)c2cccc(O)c2)c1
  -2	7	-2	-9	-5	0.92	2	9	8
- O=C(Nc1cccc(NC(=O)c2ccccc2[N+](=O)[O-])c1)c1ccccc1Cl
  -3	-10	-1	-8	-9	0.96	23	9	4
- CC(C)CN(CCNC(=O)c1cn(C)c2ccc(S(=O)(=O)N3CCCC3)cc2c1=O)CC(C)C
  -2	3	-4	-7	18	0.85	-24	-3	15
- Cc1ccc(C(=O)NC2CCCCCC2)cc1S(=O)(=O)N1CCOCC1
  -3	4	-5	-7	21	1.1	-18	8	-7
- CSc1cccc(NS(=O)(=O)c2ccc(F)cc2)c1
  -2	1	2	0	30	0.94	-10	42	6
- CCOC(=O)Cn1nc(C)c(NC(=O)CCc2ccccc2)c1C
  -2	-1	-2	-7	3	0.92	14	22	8
- Cc1ncsc1CCC(=O)N1CCCC(Nc2ccc(C(C)C)cc2)C1 (stereo not given)
  -3	4	-2	-1	13	1	-9	2	-1
- Cc1ccccc1C(=O)N1CCC(C(=O)Nc2ccc(S(=O)(=O)N(C)C(C)C)cc2)CC1
  -1	14	2	-3	-1	1.2	4	14	-15
- COc1ccccc1CNS(=O)(=O)c1c(C)nc2scc(C)n2c1=O
  -5	2	-1	1	-1	1	-7	4	-4
- CCC(=O)Nc1cc(C)c(NC(=O)c2ccccc2OC)cn1
  -2	8	-1	1	15	0.99	9	-1	1
- CCc1noc(C)c1C(=O)N1CCN(S(=O)(=O)c2ccc(C)cc2C)CC1
  0	10	4	-4	12	1.1	-28	14	-6
- CC(=O)Nc1cccc(NC(=O)CSc2nc(=O)n(Cc3ccncc3)c3c2CCC3)c1
  -2	-9	-1	-2	3	1	-5	3	-2
- CC(=O)Nc1ccc(NC(=O)C(C)Sc2nnc(-c3ccc4c(c3)OCO4)o2)cc1 (stereo not given)
  0	-3	-3	-9	-2	0.89	2	-2	11
- C=CCNC(=O)N[C@@H](CCSC)C(=O)OC
  -3	-15	1	-5	-6	1.1	-36	18	-5
- Cc1cccc(NC(=O)c2c(C)nc3ccccn23)c1
  -2	16	2	-2	20	0.92	2	25	8
- COc1ccc(NC(=O)CNC(=O)C2CCCCC2)cc1OC
  3	-5	2	0	2	1.1	-3	-6	-7
